Screens deposited in PubChem by several laboratories.
HTR5A inv ag – HTR5A inverse agonism, opioid heterodimer counter-screen | HTR5A cell line, luminescence | inhibition, % at 9.3 µM | hit rate 0.083% among 340,000 | AID 504634; in the data active = inhibition mostly above about 23%, no sharp cut-off; inactive = mostly below about 18%;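 note: 0% = cells with DMSO and 100% = no-cell wells with DMSO; some compounds called inactive have numbers as strong as hits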
Target sequence (P47898 whole entry, looked up): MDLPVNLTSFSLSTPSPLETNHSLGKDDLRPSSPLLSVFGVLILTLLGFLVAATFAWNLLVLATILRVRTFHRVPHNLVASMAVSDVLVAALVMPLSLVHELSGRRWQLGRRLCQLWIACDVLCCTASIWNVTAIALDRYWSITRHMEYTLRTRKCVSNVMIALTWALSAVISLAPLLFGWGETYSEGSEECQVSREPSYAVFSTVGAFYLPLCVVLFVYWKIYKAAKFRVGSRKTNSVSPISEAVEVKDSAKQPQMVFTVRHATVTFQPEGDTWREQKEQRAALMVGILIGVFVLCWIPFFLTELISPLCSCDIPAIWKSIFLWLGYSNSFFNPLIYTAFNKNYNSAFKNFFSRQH
Arr AP2 block – inhibitors of human beta-arrestin and AP2 interaction | FITC-arrestin peptide / GST-AP2 beads, flow cytometry; AP2 beta2 appendage carries R879A mutation | AID 504490 | hit rate 0.31% among 340,000 | inhibition, % at 10 µM;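 active = inhibition above a set limit, near 3 SD of compounds lacking own fluorescence, cut at about 54% in these data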;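 note: plate controls were DMSO wells for no effect and 5 µM unlabelled arrestin peptide for full effect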
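System: GST-AP2 R879A glutathione beads | Also added: FITC-arrestin peptide, 50 nM | Times: 12 min plus 1 h, RT | Signal: Bead flow cytometry, FITC channel | Buffer or medium: PBS with 0.05% Tween 20 and 0.1% BSA | Read-out basis: Percent drop in bead-associated FITC signal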
V-ATPase pHluor – alters yeast V-ATPase proton transport. S. cerevisiae, pHLuorin cytosolic pH fluorescence. response, % at 10 µM. hit rate 0.37% among 350,000. AID 504577; in the data active = response mostly above about 7.3%, no sharp cut-off; inactive = mostly below about 5.4%; note: actives read high; inactives centre near 0; some compounds called inactive have numbers as strong as hits; reference of the scale not given here
DSG3 Ab inh – human desmoglein-3 autoantibody binding inhibition; DSG3-coupled beads, scFv-anti-DSG3-GFP binding, flow cytometry; hits give low values; hit rate 0.48% among 310,000; binding (percent of control), % at 10 µM; P32926;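 active = binding more than 3 SD below its plate's average and above zero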;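 note: hits lower antibody fragment binding to DSG3; some compounds called inactive have numbers as strong as hits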
DAGLB inh – blocks human DAGLB lipase activity | HEK293T DAGLB membrane lysate, EnzChek fluorogenic substrate | inhibition, % at 5.17 µM | hit rate 0.059% among 340,000; in the data active = inhibition above about 34%;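 note: 0% = enzyme with vehicle and 100% = wells lacking enzyme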
PKA-R2B act – activates the human PKA-R2B holoenzyme complex. P22694+P31323. PKA-R2B holoenzyme dissociation, Cy5-IP20 fluorescence polarization; R2B truncated from residue 108, S112A mutant; 0% DMSO only, 100% 113 µM cGMP. activation, % at 11.4 µM. hit rate 0.079% among 340,000. AID 504700;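 active = activation above a cutoff set at the mean over all compounds plus 3 SD, cut at about 18% in these data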;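 note: higher means more holoenzyme dissociation and a rise in polarization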
Target sequence (P31323 whole entry, looked up, other chains not shown, the tested form may be a part): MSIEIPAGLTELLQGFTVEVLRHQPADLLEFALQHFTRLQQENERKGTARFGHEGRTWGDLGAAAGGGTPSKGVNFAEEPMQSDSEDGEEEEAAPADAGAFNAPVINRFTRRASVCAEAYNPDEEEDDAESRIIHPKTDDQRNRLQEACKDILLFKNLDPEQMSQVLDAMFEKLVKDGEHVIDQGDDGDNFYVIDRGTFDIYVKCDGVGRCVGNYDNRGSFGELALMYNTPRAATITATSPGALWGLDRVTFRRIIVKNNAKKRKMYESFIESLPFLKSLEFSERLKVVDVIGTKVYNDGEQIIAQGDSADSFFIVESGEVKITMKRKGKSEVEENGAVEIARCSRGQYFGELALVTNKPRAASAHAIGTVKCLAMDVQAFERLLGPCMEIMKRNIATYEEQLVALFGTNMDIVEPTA
PKA-R1A act – activates the PKA-R1A holoenzyme complex. activation, % at 11.4 µM. PKA-R1A dissociation, Cy5-IP20 fluorescence polarization; scaled: DMSO 0%, 113 µM cGMP 100%. hit rate 0.083% among 340,000;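 active = percent activation above the mean of all tested compounds plus 3 SD, cut at about 19% in these data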;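 note: higher means more PKAc released from R1A so a rise in polarization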
MOR-DOR ag – agonists of human mu-delta opioid receptor heterodimerization. cells, OPRM1-OPRD1 heterodimerization, luminescence. activation, % at 9.3 µM. hit rate 0.3% among 340,000; in the data active = activation above about 18%;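 note: 0% = vehicle-treated cells and 100% = reference agonist; values of inactives mirror those of a sister screen read the other way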
HTR5A ag ctr – activates human HTR5A in OPRM1-OPRD1 agonist counter-screen; P47898; HTR5A agonist assay, luminescence, cell-based; activation, % at 9.3 µM; hit rate 0.61% among 340,000; AID 504692; in the data active = activation mostly above about 9.5%, no sharp cut-off; inactive = mostly below about 7.6%;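 note: 0% = cells with vehicle only and 100% = reference agonist; strong numbers were not always called active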
MOR-DOR inv ag – inverse agonists of human mu-delta opioid receptor heterodimerization; P35372+P41143; cell-based MOR-DOR heterodimer luminescence, inverse agonism; inhibition, % at 9.3 µM; hit rate 0.21% among 340,000; in the data active = inhibition above about 22%, passing the limit was not always enough;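 note: 0% = cells with DMSO and 100% = wells without cells with DMSO; values of inactives mirror those of a sister screen read the other way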
* hit, by the source's call; · = not tested or not shown. Not a hit list (roughly 2.4% active in at least one column).

nr | Structure | Arr AP2 block | DSG3 Ab inh | PKA-R1A act | MOR-DOR inv ag | MOR-DOR ag
1 | CC(C)Cc1nnc(NC(=O)c2ccncc2)s1 | 13.7 | · | -7.9 | -0.5 | 0.1
2 | Cc1ccccc1NC(=O)c1cc(S(=O)(=O)c2ccccc2)ccc1Cl | -3.0 | 108.8 | -2.4 | -8.9 | 1.6
3 | CS(=O)(=O)c1ccc2nc(N)sc2c1 | 7.8 | 100.3 | -9.6 | 13.3 | -2.3
4 | CC1CCCCN1CCn1c(=S)[nH]c2ncccc2c1=O (stereo unspecified) | -3.3 | · | -7.5 | 2.0 | -0.3
5 | O=C(O)C1CCN1C1CCCCC1 (stereo unspecified) | 5.1 | 108.4 | -9.3 | -8.5 | 1.6
6 | Cc1ccc(C(=O)NCC(=O)O)s1 | 36.0 | 98.1 | -1.9 | 11.6 | -2.3
7 | CCN(CC)c1nc2c(c(=O)[nH]c(=O)n2C)n1CCCc1ccccc1 | -8.1 | 118.9 | 3.4 | -4.0 | 0.8
8 | CC(C)(Oc1ccc(CCNC(=O)c2ccc(Cl)cc2)cc1)C(=O)O | -1.4 | 112.0 | 7.4 | -0.8 | 0.1
9 | CCC(C)c1ccc(NC(=S)Nc2ccc(OC)cc2C)cc1 (stereo unspecified) | 14.6 | 100.6 | 0.5 | -14.1 | 2.7
10 | COc1cc(C(=O)Nc2ccn(C)n2)ccc1OC(F)F | 19.8 | 91.6 | 6.6 | 6.9 | -1.6

nr | V-ATPase pHluor | DAGLB inh | PKA-R2B act | HTR5A ag ctr | HTR5A inv ag
1 | -2.9 | -1.4 | -7.0 | -2.7 | -4.3
2 | -1.5 | -1.1 | -9.3 | -9.5 | 24.0
3 | 9.2 | -0.1 | -6.5 | 4.3 | 3.7
4 | -1.4 | 0.0 | 4.2 | -3.9 | 10.5
5 | -4.2 | 4.1 | -11.1 | 2.5 | -9.2
6 | 1.7 | -2.2 | -6.2 | 1.0 | 5.0
7 | 2.1 | 0.7 | -6.7 | -0.5 | 1.8
8 | -0.3 | 1.4 | 7.2 | -0.3 | -6.2
9 | 0.0 | -0.5 | 0.7 | 4.8 | -16.9
10 | 0.6 | 1.3 | 3.7 | 3.4 | -8.4

The list goes on.
nr | Structure | Arr AP2 block | DSG3 Ab inh | PKA-R1A act | MOR-DOR inv ag | MOR-DOR ag
11 | Cc1ccc(-n2nnnc2SCC(=O)NCC2(N3CCOCC3)CCCCC2)c(C)c1 | 4.9 | 98.3 | -3.0 | -9.5 | 1.5
12 | CCOc1ccc(C=Nc2cccc3ncccc23)cc1 | 12.4 | 104.6 | -2.6 | 6.6 | -1.0
13 | CCOC(=O)C(C)Sc1nnc(Cc2cc(=O)[nH]c(=O)[nH]2)n1-c1ccc(Cl)cc1 (stereo unspecified) | -0.8 | 106.9 | 4.0 | 1.1 | -0.2
14 | C=CCNC(=S)Nc1cc(Cl)ccc1OC | 2.2 | · | 7.6 | 2.5 | -0.5
15 | COc1cc(/C=N/NC(=O)c2cc(-c3ccco3)nc3ccccc23)cc(OC)c1O | 14.9 | 83.4 | -17.9 | 12.3 | -2.4
16 | O=C(N/N=C/c1ccccc1)c1n[nH]c2c1CCCC2 | 39.5 | 85.1 | -3.6 | 13.0 | -2.3
17 | COc1cc(/C=C/C(=O)OCC(=O)N2CCN(C(=O)c3ccco3)CC2)ccc1O | 3.1 | 92.7 | -3.5 | 13.9 | -2.3
18 | COc1ccc(N2CCOCC2)c(NC(=O)COc2cccc(C)c2C)c1 | -10.6 | 100.8 | -6.7 | 6.2 | -1.2
19 | COc1ccc(CCC(=O)OCC(=O)NCc2ccc(OC)c(OC)c2)cc1OC | -1.5 | 115.0 | -5.8 | 0.3 | -0.1
20 | COC(=O)c1ccccc1NC(=O)N1CCc2ccc(NC(=O)c3ccccn3)cc2C1 | 23.5 | · | -4.0 | 4.9 | -1.2

nr | V-ATPase pHluor | DAGLB inh | PKA-R2B act | HTR5A ag ctr | HTR5A inv ag
11 | 3.5 | -0.7 | -3.1 | -2.4 | 7.9
12 | -7.0 | 3.0 | 5.2 | 6.2 | 14.3
13 | 0.5 | -2.5 | 1.3 | 1.0 | -3.0
14 | 0.7 | 0.6 | -7.8 | 5.3 | 16.9
15 | -1.1 | -4.4 | -7.2 | 4.8 | -28.5
16 | -0.3 | -3.0 | -1.6 | 4.6 | -13.2
17 | 1.4 | -1.4 | 3.4 | 5.1 | -13.7
18 | -1.7 | -6.2 | -4.5 | -0.5 | 1.2
19 | -1.9 | -3.8 | -9.1 | 5.5 | -13.9
20 | 2.8 | -2.7 | -4.0 | 3.0 | -7.7

The list continues:
nr | Structure | Arr AP2 block | DSG3 Ab inh | PKA-R1A act | MOR-DOR inv ag | MOR-DOR ag
21 | COc1ccc(CCNC(=O)c2cc(-c3ccccc3OC)on2)cc1OC | -6.2 | 103.3 | -9.2 | 3.6 | -0.7
22 | CCOc1ccc(NC(=O)CSc2nnc(CCNC(=O)c3ccc(OC)cc3)n2C)cc1 | 3.4 | 95.0 | -2.8 | 3.6 | -0.7
23 | COc1ccccc1CN1CCC(n2nccc2NC(=O)CCOc2ccccc2)CC1 | -11.5 | 119.5 | 3.0 | 6.5 | -1.2
24 | Cc1sc(NC(=O)Cc2ccc3c(c2)OCO3)nc1-c1ccc2c(c1)CCN2C(=O)c1ccccc1F | 15.2 | 101.1 | 0.5 | -1.4 | 0.2
25 | COc1ccc(S(=O)CC(=O)Nc2ccccc2Cl)cc1 (stereo unspecified) | 13.8 | 99.9 | -2.1 | 6.3 | -1.2
26 | CNC(=S)Nc1ccccc1-c1ccccc1 | 7.6 | 106.7 | 5.0 | 9.0 | -1.6
27 | O=C(Nc1cccc(Cl)c1)N1CCC(CO)(CCOc2ccccc2)CC1 | 6.4 | 87.5 | 1.6 | 14.7 | -2.9
28 | Cn1c(Cl)c(/C=N/OC(=O)c2cccc(Cl)c2)c2ccccc21 | 2.5 | 100.7 | -1.9 | 5.1 | -0.9
29 | COc1ccccc1NC(=S)N1CCN(C(=O)c2ccco2)CC1 | -4.2 | 96.0 | -12.8 | 14.9 | -2.9
30 | CN(C)[C@H]1N(C(=O)c2ccc(Br)cc2)N=C2c3ccccc3S(=O)(=O)N21 | -8.7 | 117.8 | -8.1 | -5.1 | 1.0

nr | V-ATPase pHluor | DAGLB inh | PKA-R2B act | HTR5A ag ctr | HTR5A inv ag
21 | 2.3 | -1.9 | -4.4 | 0.3 | 4.7
22 | -0.5 | 0.3 | -6.7 | 2.4 | -0.7
23 | -1.6 | 0.8 | -3.8 | 2.8 | -13.8
24 | 6.1 | 5.6 | -10.1 | 2.0 | -26.1
25 | 1.6 | -2.5 | -4.9 | -0.2 | 0.7
26 | 3.8 | -0.2 | -1.3 | 4.3 | -14.5
27 | -2.2 | -0.4 | 0.4 | -0.2 | 16.5
28 | 2.4 | -2.8 | -1.4 | -2.2 | 6.5
29 | 6.5 | 0.6 | 1.9 | 1.7 | -0.3
30 | 0.5 | -0.4 | -8.1 | -1.1 | 3.0

Next part:
nr | Structure | Arr AP2 block | DSG3 Ab inh | PKA-R1A act | MOR-DOR inv ag | MOR-DOR ag
31 | COC(=O)[C@H](Cc1ccccc1)NC(=O)NCCc1ccccc1F | -0.1 | 100.0 | 10.8 | 2.2 | -0.5
32 | Cc1cc2nc(-c3ccc[nH]c3=O)[nH]c2cc1C | 15.1 | 95.0 | -15.2 | -2.3 | 0.5
33 | O=C(Nc1c(Br)cc2c(c1Br)Cc1ccccc1-2)C(F)(F)F | -0.8 | 89.3 | 2.5 | -1.0 | 0.2
34 | O=C(C1CC(=O)N(C2CCCC2)C1)N1CCN(c2ccccc2F)CC1 (stereo unspecified) | -2.0 | 108.7 | -2.1 | 7.0 | -1.2
35 | Cc1ccc(S(=O)(=O)N2CCN(C(=O)COC(=O)CCOc3ccccc3)CC2)c(C)c1 | 12.5 | · | -14.1 | -5.3 | 1.3
36 | CCOc1ccc(C(C)NC(=O)CN2C(=O)NC3(CCCCC3)C2=O)cc1OCC (stereo unspecified) | 24.5 | · | 4.8 | -2.2 | 0.5
37 | C[C@H]1NC(=O)[C@@]2(C)[C@H](c3ccccc3)[C@H]3COc4ccccc4[C@@H]3N2C1=O | 1.0 | 103.7 | -6.4 | 9.9 | -1.6
38 | CCC(=O)N1CCc2cc(S(=O)(=O)N3CCCCC3CC)ccc21 (stereo unspecified) | 27.8 | 101.7 | 1.6 | 19.1 | -3.7
39 | CC(C)CCN(CCC(C)C)CC(O)Cn1c2ccccc2c(=O)c2ccccc21 (stereo unspecified) | 2.6 | 105.0 | 2.0 | -11.1 | 2.2
40 | O=C(OC1C2CCC1C1CN(CCc3ccccc3)CC12)c1ccccc1 (stereo unspecified) | 17.4 | 101.7 | -13.2 | -108.6 | 18.1*
41 | COc1cccc2sc(NNC(=O)C3=COCCO3)nc12 | -3.6 | 93.4 | 1.0 | -9.2 | 1.9
42 | COc1ccc(C2C(C(=O)c3ccccc3)N3c4ccccc4C=CC3C2[N+](=O)[O-])cc1 (stereo unspecified) | 1.5 | 103.7 | -2.3 | -3.5 | 0.6

nr | V-ATPase pHluor | DAGLB inh | PKA-R2B act | HTR5A ag ctr | HTR5A inv ag
31 | 2.5 | 2.9 | 9.1 | 0.4 | -1.6
32 | 2.9 | -1.4 | -6.5 | 5.2 | -18.9
33 | -0.3 | -21.0 | -13.8 | 0.2 | -1.0
34 | 0.8 | 0.8 | -3.1 | 12.4 | -36.3
35 | -2.1 | -2.9 | -1.0 | -7.3 | 18.0
36 | -0.2 | -1.4 | -8.7 | 5.8 | -16.1
37 | -3.1 | -1.0 | 5.4 | -3.2 | -4.9
38 | -1.1 | -3.8 | 5.9 | 5.3 | 6.8
39 | 0.9 | 1.1 | 0.8 | 0.6 | -14.0
40 | -0.5 | -2.1 | -8.0 | 3.3 | -8.8
41 | 0.9 | 1.4 | -10.8 | 0.9 | -2.3
42 | -0.6 | -5.7 | 6.4 | -0.6 | 1.7
